HTR2A ag = activates the mouse 5-HT2A serotonin receptor. AID 624169. hit rate 0.66% among 360,000. P35363. activation, % at 7.6 µM. CHO-K1 mHTR2A beta-arrestin complementation, luminescence; percent of 30 µM serotonin response;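 active = activation above a run cutoff, the mean activation of all tested compounds plus 3 SD, cut at about 14% in these data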;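 also: 0% = plate median of compound wells and 100% = 30 µM serotonin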
aDG glyco act = alpha-DG glycosylation activation. Pro5-aDG cells, alpha-DG glycosylation AlphaScreen (IIH6); 0% Pro5, 100% B10-LARGE cell signal. AID 624168. activation, % at 10 µM. hit rate 0.22% among 360,000;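 active = activation of at least 8% versus controls, or a plate z-score of at least 8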;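 also: Pro5 are CHO cells carrying HIG-tagged alpha-DG that lacks glycosylation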
H9c2 protect = myocardial damage modulation in H9c2 cells; H9c2 cardiomyocytes, H2O2 injury protection, ATPLite, 2 h; protection from H2O2 cell death, % at 20 µM; hit rate 0.63% among 360,000; AID 588492;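 active = compounds giving at least 50% protection of heart cells from peroxide-induced death in the single-dose screen, raw or plate-pattern-corrected value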;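 also: 0% = DMSO wells with peroxide and 100% = DMSO wells without peroxide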
Exocytosis inh = blocks lytic granule exocytosis. TALL-104 LAMP-1 surface exposure, flow cytometry; cells stimulated with thapsigargin and PMA. inhibition, % at 10 µM. hit rate 0.66% among 360,000. AID 651702;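 active = inhibition above about 55%, limit read from the data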
ABCB6 inh MLPCN = human ABCB6 transporter inhibition; K562-ABCB6 porphyrin accumulation, flow cytometry, 1 h; active compounds read low; fluorescence ratio to DMSO, % at 10 µM; hit rate 0.19% among 360,000;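 active = fluorescence ratio to DMSO below 75%, the collection mean minus 3 SD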;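 also: signal is porphyrin accumulated inside mitochondria; 100% equals median channel fluorescence of DMSO control wells; lower ratio means ABCB6 inhibition with less porphyrin fluorescence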
MC4R antag cAMP = human MC4R antagonism in cAMP assay; P32245; MC4R-expressing cells, MTII-stimulated cAMP, LANCE TR-FRET; inhibition, % at 6.5 µM; hit rate 0.48% among 360,000; AID 540295;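 active = inhibition above its plate's cutoff, the mean of tested wells on that plate plus 3 SD, cut at about 29% in these data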;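 also: 0% = Melanotan II alone and 100% = Melanotan II plus saturating MCL0020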
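Test system: U2OS cells stably expressing human melanocortin 4 receptor (MC4R); also added: Melanotan II challenge; compound: 6.5 µM single dose; timing: 30-min compound preincubation, 1-h Melanotan II challenge, 1-h detection, room temperature; signal: Eu-cAMP/anti-cAMP TR-FRET, emission 671 nm; repeats: one well per compound, no replicates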
MC4R ag barr = agonists of human melanocortin 4 receptor (MC4R) beta-arrestin. activation, % at 8.9 µM. U2OS MC4R beta-arrestin complementation, luminescence; percent of melanotan II response, DMSO zero. hit rate 0.98% among 360,000. P32245. AID 540308;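 active = activation above a per-plate cutoff, the mean activation of sample wells on that plate plus 3 SD, cut at about 8% in these data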
ABHD5-PLIN5 inh = blocks binding of human ABHD5 to perilipin-5 | Split G. princeps luciferase complementation, luminescence, 4 h | hit rate 0.78% among 360,000 | Q00G26+Q8WTS1 | inhibition, % at 4 µM;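 active = inhibition above the mean inhibition across every tested compound plus 3 SD, cut at about 22% in these data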;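 also: 0% = DMSO only wells and the 100% control is not disclosed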
Target sequence (Q00G26 whole entry, looked up): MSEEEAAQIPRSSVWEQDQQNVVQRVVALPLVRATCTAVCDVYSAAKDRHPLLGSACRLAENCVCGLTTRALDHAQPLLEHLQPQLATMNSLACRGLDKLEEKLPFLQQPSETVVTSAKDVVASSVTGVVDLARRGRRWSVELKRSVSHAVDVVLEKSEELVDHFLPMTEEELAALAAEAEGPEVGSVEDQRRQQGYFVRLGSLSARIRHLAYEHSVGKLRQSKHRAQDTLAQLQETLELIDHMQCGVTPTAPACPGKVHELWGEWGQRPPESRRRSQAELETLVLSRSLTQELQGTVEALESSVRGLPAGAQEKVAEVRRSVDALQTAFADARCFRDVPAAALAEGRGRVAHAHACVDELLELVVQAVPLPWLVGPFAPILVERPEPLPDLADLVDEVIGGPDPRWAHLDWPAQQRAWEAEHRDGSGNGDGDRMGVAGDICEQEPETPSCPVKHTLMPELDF
Target sequence (Q8WTS1 whole entry, looked up): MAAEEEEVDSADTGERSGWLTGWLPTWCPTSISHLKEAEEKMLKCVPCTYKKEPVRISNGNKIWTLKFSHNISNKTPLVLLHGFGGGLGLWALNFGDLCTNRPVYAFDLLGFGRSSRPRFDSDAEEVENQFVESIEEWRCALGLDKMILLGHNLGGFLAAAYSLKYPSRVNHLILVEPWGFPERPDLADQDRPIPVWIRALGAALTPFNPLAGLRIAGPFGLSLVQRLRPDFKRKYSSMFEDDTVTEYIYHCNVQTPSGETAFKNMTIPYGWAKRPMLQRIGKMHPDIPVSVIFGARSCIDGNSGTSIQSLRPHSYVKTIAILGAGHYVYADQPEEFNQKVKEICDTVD
Glyco luc inh = N-linked glycosylation inhibition. D54 ERlucT glycosylation luciferase reporter, 24 h; percent of 100 nM tunicamycin response. reporter increase, % at 12.5 µM. hit rate 0.23% among 360,000. AID 588692;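 active = mean luciferase reporter signal, scaled so untreated is 0 and the glycosylation-blocking control 100, at or above a set limit in every replicate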;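 also: luciferase carries N-glycosylation sites so blocking glycosylation raises the light; 0% = median of neutral control wells and 100% = median of 100 nM tunicamycin wells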
hiPSC survival = enhancers of human iPSC single-cell survival; survival enhancement, % at 20 µM; hit rate 0.044% among 360,000; hiPSC single-cell survival, ATPlite luminescence; 100% = ROCK inhibitor wells, 0% = DMSO; in the data active = survival enhancement above about 18%;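 also: cells exposed to compounds for 16 hours before the ATP read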
Starred values were filed as active, the others as inactive; . = no result given.

1) Cc1ccc(S(=O)(=O)NC(=NC(C)C(=O)O)c2ccccc2)cc1 (stereo not drawn)
2) O=C(N/N=C/c1ccco1)Nc1ccccc1
3) CCOc1ccc(S(=O)(=O)N2CCN(C(=O)c3cc4c(s3)CCCC4)CC2)cc1
4) CCOC(=O)C(CC)Sc1ncnc2nc[nH]c12 (stereo not drawn)
5) O=C(c1ccccc1)c1cccc[n+]1[O-]
6) Cc1ccccc1OCC(=O)NNC(=S)NC(=O)c1ccccc1[N+](=O)[O-]
7) Cc1ccc(C(=O)NC2CCS(=O)(=O)C2)cc1S(=O)(=O)N1CCOCC1 (stereo not drawn)
8) COc1ccc(-c2nn(-c3ccccc3)cc2CNCCN2CCOC2=O)c(F)c1
screen / no.	1	2	3	4	5	6	7	8
HTR2A ag	3	2	4	6	8	-2	5	-2
aDG glyco act	0.2	-0.2	0.3	0.0	0.0	0.0	0.0	-0.2
H9c2 protect	2	1	-14	2	-3	3	7	4
Exocytosis inh	0	4	5	-1	-2	0	-2	0
ABCB6 inh MLPCN	104	99	102	99	95	99	100	100
MC4R antag cAMP	6	-6	-3	5	-5	-18	7	-2
MC4R ag barr	-1.9	-2.2	1.6	-1.1	-0.3	-3.4	2.0	2.0
ABHD5-PLIN5 inh	2	1	0	-1	-3	-5	-5	1
Glyco luc inh	1	-1	-3	2	-2	3	2	0
hiPSC survival	2.1	1.2	-0.2	0.2	-0.5	1.2	1.6	0.1

Reprinted at random: 2 compounds from above
4) CCOC(=O)C(CC)Sc1ncnc2nc[nH]c12 (stereo not drawn)
3) CCOc1ccc(S(=O)(=O)N2CCN(C(=O)c3cc4c(s3)CCCC4)CC2)cc1
screen / no.	4	3
HTR2A ag	6	4
aDG glyco act	0.0	0.3
H9c2 protect	2	-14
Exocytosis inh	-1	5
ABCB6 inh MLPCN	99	102
MC4R antag cAMP	5	-3
MC4R ag barr	-1.1	1.6
ABHD5-PLIN5 inh	-1	0
Glyco luc inh	2	-3
hiPSC survival	0.2	-0.2

Later entries
9) CCOC(=O)C1CCCN(c2c(NCCc3ccc(C)cc3)c(=O)c2=O)C1 (stereo not drawn)
10) CCC(C)NC(=O)CN1C(=O)CC(C)(C)S(=O)(=O)c2ccccc21 (stereo not drawn)
11) Cc1csc(NC(=O)c2ccc(Br)s2)n1
12) CC1=C(C(=O)OCc2ccccc2)N2C(=O)[C@@H](NC(=O)COc3ccccc3)[C@H]2SC1
13) CCOC(=O)c1c(C)n(C)c2ccc(O)c(CN3CCN(C)CC3)c12
14) CCN(CC)S(=O)(=O)c1ccc(=O)[nH]c1
15) O=C(Nc1ccc(F)cc1)C1COc2ccccc2O1 (stereo not drawn)
16) Cc1ccc(C(=O)NCCCn2ccnc2)cc1C
screen / no.	9	10	11	12	13	14	15	16
HTR2A ag	4	2	-1	-4	1	1	-2	-2
aDG glyco act	0.1	0.0	0.2	-0.3	0.4	-0.5	0.0	0.2
H9c2 protect	6	0	-14	3	3	-4	1	-2
Exocytosis inh	1	-2	9	3	3	-1	-2	-4
ABCB6 inh MLPCN	101	96	99	98	97	100	98	95
MC4R antag cAMP	16	4	8	5	2	-1	3	-3
MC4R ag barr	1.9	-1.7	0.0	1.4	1.1	-1.3	-0.9	0.3
ABHD5-PLIN5 inh	0	-5	-11	-6	5	2	-5	4
Glyco luc inh	0	-1	-6	-1	4	1	0	0
hiPSC survival	-0.6	-2.4	-0.5	2.9	0.8	0.8	-0.3	0.4

Compounds above containing a thiophene ring, fused or not (2):
3) CCOc1ccc(S(=O)(=O)N2CCN(C(=O)c3cc4c(s3)CCCC4)CC2)cc1
11) Cc1csc(NC(=O)c2ccc(Br)s2)n1
screen / no.	3	11
HTR2A ag	4	-1
aDG glyco act	0.3	0.2
H9c2 protect	-14	-14
Exocytosis inh	5	9
ABCB6 inh MLPCN	102	99
MC4R antag cAMP	-3	8
MC4R ag barr	1.6	0.0
ABHD5-PLIN5 inh	0	-11
Glyco luc inh	-3	-6
hiPSC survival	-0.2	-0.5

(continued)
17) COc1ccc(CNC(=O)N2CCN(S(=O)(=O)c3ccccc3)CC2)cc1
18) COc1cc(C(=O)COC(=O)CNC(=O)C2CCCCC2)cc(OC)c1OC
19) CCCS(=O)(=O)NC(=O)C1(C)CCCN(C(=O)C2(c3ccc(Cl)cc3)CCCC2)C1 (stereo not drawn)
20) CC1CCCN(S(=O)(=O)c2ccc(NC(=O)CN3CCN(C)CC3)cc2)C1 (stereo not drawn)
21) CC(=O)NC(C)(c1ccccc1)c1nc(-c2ccc(F)c(Cl)c2)cs1 (stereo not drawn)
22) C=C(C)COc1ccc2c(C)c(CCC(=O)N3C[C@H]4C[C@@H](C3)c3cccc(=O)n3C4)c(=O)oc2c1
23) CCc1ccn2cc(-c3cc(-c4ccccc4)no3)nc2c1
24) COC(=O)c1ccc(COC(=O)CNS(=O)(=O)c2ccc(C)cc2)cc1
screen / no.	17	18	19	20	21	22	23	24
HTR2A ag	8	0	4	1	-5	10	5	1
aDG glyco act	0.8	-0.2	-0.3	-0.1	0.1	0.5	0.8	-0.1
H9c2 protect	8	1	0	8	-4	4	-17	-14
Exocytosis inh	-13	8	0	2	2	-6	15	0
ABCB6 inh MLPCN	98	107	103	82	91	95	91	93
MC4R antag cAMP	-6	5	13	-3	0	2	15	40*
MC4R ag barr	-0.2	0.3	-0.4	-0.1	-1.4	-0.3	-0.2	0.6
ABHD5-PLIN5 inh	-5	-8	1	-3	-1	7	9	7
Glyco luc inh	-1	3	0	-4	-4	-2	-20	1
hiPSC survival	-0.3	0.9	5.6	5.0	-1.2	1.5	-1.0	1.2

25) Fc1ccc(Oc2ccc3nnc(C(F)(F)F)n3n2)cc1
26) CC(OC(=O)C1CCN(S(=O)(=O)c2ccc3c(c2)OCCO3)CC1)C(=O)N(C)c1ccccc1 (stereo not drawn)
27) CCCc1nc2n[nH]c(N)c2c2c1CCC2
28) COc1ccc([C@@]2(C(C)C)ON(c3ccccc3C(F)(F)F)C2=O)cc1
29) COc1ccc(-c2nnc(SC(=O)N3c4ccccc4Sc4ccccc43)o2)cc1
30) COCCN1C(=O)CCC1(C)C(=O)Nc1ccc2ccccc2c1 (stereo not drawn)
31) CC(C)(C)OC(=O)N1CCC(c2c(C(=O)NCC3CCN(C4CCCC4)C3)cnn2-c2cccc(Cl)c2)CC1 (stereo not drawn)
32) Cc1ccc(S(=O)(=O)N(C)C)cc1NC(=O)CN1C(=O)NC(Cc2c[nH]c3ccccc23)C1=O (stereo not drawn)
screen / no.	25	26	27	28	29	30	31	32
HTR2A ag	-5	-1	3	3	-4	6	-9	-4
aDG glyco act	1.0	-0.2	-0.2	0.3	0.2	0.2	0.2	-0.1
H9c2 protect	2	-6	1	-16	-12	2	2	-5
Exocytosis inh	-3	2	-13	-6	1	-2	4	0
ABCB6 inh MLPCN	107	99	196	98	98	89	102	96
MC4R antag cAMP	24	11	-8	4	13	.	8	7
MC4R ag barr	-0.2	-1.1	-0.9	1.8	-2.7	.	-1.6	-0.7
ABHD5-PLIN5 inh	-5	-3	2	-13	9	-4	11	3
Glyco luc inh	1	-2	0	-2	-7	2	-6	-1
hiPSC survival	3.9	-0.1	-2.0	-0.2	0.1	2.1	-0.7	-0.4

33) CCCNC(=O)c1cc2c(c(-c3cccc(-c4ccc(F)cc4)c3)n1)[C@@H](CCO)N(S(=O)C(C)(C)C)C2 (stereo partly drawn)
34) CCCc1cc(=O)n2[nH]cnc2n1
35) CC(C)n1c(NCc2ccccc2O)nc2ccccc21
36) CC(C)C(O)(C#CCN1CCCC1)c1ccccc1 (stereo not drawn)
37) COc1ccc(-c2nnc(-c3ccc(Br)o3)o2)cc1OC
38) O=C1C=C(c2cccc(Br)c2)C[C@@H](c2ccc(F)cc2)C1
39) O=C(Nc1nccs1)c1ccc(COc2ccc(F)cc2)o1
40) Cc1onc(-c2c(F)cccc2Cl)c1C(=O)N=C(N)N1CC(C)OC(C)C1 (stereo not drawn)
screen / no.	33	34	35	36	37	38	39	40
HTR2A ag	-3	2	-6	-3	-1	4	-4	-3
aDG glyco act	0.1	-0.2	-0.2	0.1	0.1	0.4	0.0	0.0
H9c2 protect	8	4	-6	-12	7	-12	0	0
Exocytosis inh	1	0	9	-1	0	-1	0	-5
ABCB6 inh MLPCN	95	102	97	89	98	101	94	101
MC4R antag cAMP	.	-6	4	6	7	15	6	7
MC4R ag barr	.	1.6	-0.4	-0.9	-0.8	2.8	-0.6	-0.1
ABHD5-PLIN5 inh	0	1	2	-4	-9	-5	2	4
Glyco luc inh	1	0	-1	-2	0	-6	3	3
hiPSC survival	-0.4	-1.7	-0.4	6.4	-1.8	-2.1	0.8	0.6

41) CC12CCC(C(=O)N(Cc3ccccc3)Cc3ccccc3)(OC1=O)C2(C)C (stereo not drawn)
42) C/C(=C1/SC(N2CCOCC2)=NC1=O)c1ccc(Br)cc1
43) Cc1nc2ccccn2c1C(=O)NCCCN1CCOCC1
44) O=C(Nc1cc(C(F)(F)F)ccc1-n1cncn1)c1ccc(F)cc1Cl
45) CNc1nc(Nc2ccc(C)c(Cl)c2)nc(N)c1[N+](=O)[O-]
46) Cc1cccc(C(=O)N2CCCCCC2)c1[N+](=O)[O-]
47) CC(=O)c1c(N2CCCCC2)nc(=S)n(-c2ccccc2)c1C
48) Cc1ccc(C)c(S(=O)(=O)N2CCN(C(=O)CCc3c[nH]c4ccccc34)CC2)c1
screen / no.	41	42	43	44	45	46	47	48
HTR2A ag	-1	3	2	9	7	-1	-4	0
aDG glyco act	0.3	0.2	-0.1	1.0	0.2	-0.3	-0.3	0.0
H9c2 protect	4	6	-1	0	-12	10	-17	-3
Exocytosis inh	-1	0	-6	-5	3	4	0	3
ABCB6 inh MLPCN	103	98	104	97	95	95	102	100
MC4R antag cAMP	1	2	4	5	14	4	2	8
MC4R ag barr	0.2	-1.2	4.0	-2.9	2.9	-2.0	0.3	0.6
ABHD5-PLIN5 inh	-9	0	-4	-4	1	74*	2	-10
Glyco luc inh	-1	-1	4	-1	7	0	2	-1
hiPSC survival	-2.5	0.4	2.5	0.7	-1.0	3.1	1.5	-0.5

Screening results: PubChem, several laboratories
